MMP13 inhibition: human MMP13 inhibition, fluorescence-interfering compounds – biochemical, possible fluorescent artifacts, delta fluorescence, confirmation (AID 734); inhibition, %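 (each compound tested at 4 µM nominal in triplicate)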; MMP13 fTHP FRET cleavage, delta fluorescence 4 h; active compounds read high; 5,100 tested, under 10 active;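 active = inhibition above the mean inhibition over all tested compounds plus 3 SD, cut at about 75% in these data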;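 also: 0% = DMSO only wells and 100% = 8 µM reference MMP13 inhibitor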
* = called active by the depositor; & = joins results of further samples. These rows are one share of the data. The share of hits here may be higher or lower than overall.

COc1ccc(Cn2c(N)c(C(=O)NCc3ccco3)c3nc4ccccc4nc32)cc1OC
- MMP13 inhibition: 7
Cc1ccc2c(c1)N(CCC(=O)N1CCC3(CC1)OCCO3)C(=O)C(C)O2 (stereo not given)
- MMP13 inhibition: 5
CC(C)CCOC(=O)c1c(N)n(CC2CCCO2)c2nc3ccccc3nc12 (stereo not given)
- MMP13 inhibition: -2
Cc1cc(OCC(=O)O)c2c3c(c(=O)oc2c1)CCCC3
- MMP13 inhibition: -8
CN1CC=C2C(C#N)=C(N)C(C#N)(C#N)C(c3ccncc3)C2C1 (stereo not given)
- MMP13 inhibition: -2
CC(C)N(CCC(C(N)=O)(c1ccccc1)c1ccccn1)C(C)C (stereo not given)
- MMP13 inhibition: 5
Nc1ccccc1C(=O)OC1CSC1
- MMP13 inhibition: 5
Cc1c2ccncc2c(C)c2c1[nH]c1ccccc12
- MMP13 inhibition: 46
CC(C)(C)OC(=O)c1c(N)n(Cc2ccco2)c2nc3ccccc3nc12
- MMP13 inhibition: -1
COCCCn1c(N)c(C(=O)OC(C)COC)c2nc3ccccc3nc21 (stereo not given)
- MMP13 inhibition: -3
COc1cc2c3c(c1OC)-c1cc(O)ccc1CC3NCC2 (stereo not given)
- MMP13 inhibition: -2
Cc1cccc(N2CCc3c2nc2ccccc2c3N)c1
- MMP13 inhibition: -15&1
CCCCCCn1c(N)c(C(=O)NCCN2CCOCC2)c2nc3ccccc3nc21
- MMP13 inhibition: -39
O=C(c1cc2c(s1)-c1ccccc1OC2)N1CCC2(CC1)OCCO2
- MMP13 inhibition: 14
CC(C)[C@@]1(NC(=O)[C@@H]2C=C3c4cccc5[nH]cc(c45)C[C@H]3N(C)C2)O[C@@]2(O)[C@@H]3CCCN3C(=O)[C@H](Cc3ccccc3)N2C1=O
- MMP13 inhibition: 2

At a glance, 2 of the compounds above:
COc1ccc(Cn2c(N)c(C(=O)NCc3ccco3)c3nc4ccccc4nc32)cc1OC
- MMP13 inhibition: 7
Cc1ccc2c(c1)N(CCC(=O)N1CCC3(CC1)OCCO3)C(=O)C(C)O2 (stereo not given)
- MMP13 inhibition: 5

Compounds shown so far with a carbonyl joined to an NH by a bond outside any ring, in the order listed:
COc1ccc(Cn2c(N)c(C(=O)NCc3ccco3)c3nc4ccccc4nc32)cc1OC
- MMP13 inhibition: 7
CC(C)N(CCC(C(N)=O)(c1ccccc1)c1ccccn1)C(C)C (stereo not given)
- MMP13 inhibition: 5
CCCCCCn1c(N)c(C(=O)NCCN2CCOCC2)c2nc3ccccc3nc21
- MMP13 inhibition: -39
CC(C)[C@@]1(NC(=O)[C@@H]2C=C3c4cccc5[nH]cc(c45)C[C@H]3N(C)C2)O[C@@]2(O)[C@@H]3CCCN3C(=O)[C@H](Cc3ccccc3)N2C1=O
- MMP13 inhibition: 2
